Pf growth 48h: Primary qHTS for delayed death inhibitors of the malarial parasite plastid, 48 hour incubation. 310,000 compounds, 5.9% hits. P. falciparum luciferase growth in erythrocytes, 48 h. Potency, µM (titrated, usually from 28.7 µM), without a hit: at the highest dose activity change, negative = inhibition, actives largely listed as inhibitors; further: potency means the concentration at half of the fitted maximal effect; on the % scale 0 is the no-effect control and ±100 the full control effect
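A one-generation exposure of luciferase-tagged malaria parasites in RPMI 1640/Albumax erythrocyte culture, 37 C and 5% CO2. Inhibition is inferred from decreased luminescence after adding detection reagent.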
CHX counter: Cycloheximide Counterscreen for Small Molecule Inhibitors of Shiga Toxin. 300,000 compounds, 12% hits. AID 2314, 2010. cell reporter, cycloheximide protein synthesis inhibition counterscreen. max response, %; in the data active means max response mostly above about 13%, no sharp cut-off; inactive means mostly below about 14%; further: read at 38.3 µM for the half of the compounds with a filed dose; 0% is about no effect
AmpC no deterg: qHTS Inhibitors of AmpC Beta-Lactamase (assay without detergent); AID 485341, 2010; 330,000 compounds, 0.52% hits; Potency, µM (doses to about 57.1 µM), inactives show at the highest dose activity change, negative = inhibition, usual class: inhibitors; P00811; AmpC nitrocefin hydrolysis, absorbance 480 nm, 0.0001% Triton;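 further: potency means the concentration at half of the fitted maximal effect; plate controls were no compound for no effect and no enzyme for full effect; nearly all actives have a fitted effect of over 20% in size; some results filed as inactive show a strong effect at the top dose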
Target sequence (P00811 whole entry, looked up): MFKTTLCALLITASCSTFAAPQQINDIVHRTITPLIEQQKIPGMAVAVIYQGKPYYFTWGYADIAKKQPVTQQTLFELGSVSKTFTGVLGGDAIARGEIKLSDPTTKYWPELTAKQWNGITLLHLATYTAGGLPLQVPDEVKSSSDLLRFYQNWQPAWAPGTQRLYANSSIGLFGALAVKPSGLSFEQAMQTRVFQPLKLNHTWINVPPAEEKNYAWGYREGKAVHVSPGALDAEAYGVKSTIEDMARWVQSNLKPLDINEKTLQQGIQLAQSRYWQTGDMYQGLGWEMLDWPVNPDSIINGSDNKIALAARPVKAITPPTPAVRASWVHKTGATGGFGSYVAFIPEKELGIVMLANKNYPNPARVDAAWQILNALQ
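AmpC (5.3 nM in the dispensed reagent) in 20 mM phosphate pH 7.0 with 0.01% (detergent screen) or 0.0001% Triton X-100 was preincubated with compounds for 15 min at room temperature. Nitrocefin was then added from an 800 uM solution, and hydrolysis was followed at 480 nm.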
LmPK inh: qHTS Assay for Inhibitors of Leishmania Mexicana Pyruvate Kinase (LmPK); 290,000 compounds, 0.37% hits; Q27686; purified LmPK, Kinase-Glo ATP luminescence, 1 h; AID 1721, 2009; Potency, µM (doses to about 57.5 µM), for the others: at the highest dose activity change, negative = inhibition, actives largely listed as inhibitors; further: potency means the concentration at half of the fitted maximal effect; on the % scale 0 is the no-effect control and ±100 the full control effect
Target sequence (Q27686 whole entry, looked up): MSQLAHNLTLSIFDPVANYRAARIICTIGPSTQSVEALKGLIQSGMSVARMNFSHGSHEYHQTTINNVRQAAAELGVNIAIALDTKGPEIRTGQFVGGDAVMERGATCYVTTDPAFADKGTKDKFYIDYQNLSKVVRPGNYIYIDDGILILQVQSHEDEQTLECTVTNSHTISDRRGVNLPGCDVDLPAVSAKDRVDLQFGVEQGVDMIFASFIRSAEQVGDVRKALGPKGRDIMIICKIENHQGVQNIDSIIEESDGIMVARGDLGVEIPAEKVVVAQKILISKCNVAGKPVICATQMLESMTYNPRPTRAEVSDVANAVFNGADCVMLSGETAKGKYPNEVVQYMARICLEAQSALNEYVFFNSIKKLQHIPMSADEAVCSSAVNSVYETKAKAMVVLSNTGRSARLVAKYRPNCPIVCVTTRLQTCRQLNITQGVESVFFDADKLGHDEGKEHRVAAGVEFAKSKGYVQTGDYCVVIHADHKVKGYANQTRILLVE
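qHTS format; LmPK 0.1 nM; substrates PEP 0.5 mM and ADP 0.1 mM. One-hour room-temperature incubation, then coupled luciferase luminescence; 0.5 nM enzyme wells mark activation.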
TbPYK inhibitor: qHTS of Trypanosoma Brucei Inhibitors; pyruvate kinase (Trypanosoma brucei), Q57TT1; TbPYK enzyme, Kinase-Glo Plus ATP luminescence, 45 min; Potency, µM (highest dose often 76.8 µM), for inactives: top-dose activity, negative = inhibition, actives largely listed as inhibitors; 410,000 compounds, 0.12% hits; AID 624173, 2012; further: potency means the concentration at half of the fitted maximal effect; on the % scale 0 is the no-effect control and ±100 the full control effect; nearly all actives have a fitted effect of over 50% in size
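Quantitative HTS: titrated library compounds versus trypanosomal pyruvate kinase in TEA buffer (pH 7.2) containing KCl, MgCl2, BSA and Tween-20. Reactions were initiated with ADP, 130 uM final. Kinase-Glo Plus luminescence was read after 45 min at RT.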
Shiga inhibitor: A qHTS for Small Molecule Inhibitors of Shiga Toxin; Vero cells, Shiga toxin protein synthesis inhibition reporter; inhibition, % at 38.7 µM; 290,000 compounds, 9.2% hits; in the data active means inhibition mostly above about 28%, no sharp cut-off; inactive means mostly below about 43%; further: 0% is about no effect
Pf growth 96h: Primary qHTS for delayed death inhibitors of the malarial parasite plastid, 96 hour incubation. P. falciparum luciferase reporter growth, 96 h. Potency, µM (series often up to 28.7 µM), for the others: at the top dose activity change, negative = inhibition, usual class: inhibitors. 320,000 compounds, 6.9% hits; further: potency means the concentration at half of the fitted maximal effect; on the % scale 0 is the no-effect control and ±100 the full control effect
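Luminescence readout: decreased luciferase signal marks inhibited growth of reporter-expressing P. falciparum in infected red cells (2% hematocrit, 0.05% parasitemia final), exposed to compound two generations (96 h, 37 C, 5% CO2).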
Starred values were filed as active, the others as inactive; ? = inconclusive; nt = not tested or not shown; [ ] = remark or other dose. Unless noted, the call rests on the fitted dose curve; in most records, active means well fitted curve in the direction sought with a large enough effect; inconclusive means small, poorly fitted or top-dose-only effect, or another doubt; inactive means no such curve, though single readings can be large; an effect the other way counts as inactive or inconclusive. Compounds as they come; 22% or so of the library scored in one or more.

SMILES	CHX counter	TbPYK inhibitor	AmpC no deterg	Pf growth 96h	Pf growth 48h	LmPK inh	Shiga inhibitor
Cc1cccc(CN2CCNC2=O)c1	-2	0%	-6%	30%[activator]	20%	-1%	-9
Cc1c(N)cccc1-n1cnnn1	-5	1%	-14%	12%	16%	4%	-9
COc1ccc(N2CCN(C(c3ccccc3)c3nnnn3Cc3ccc(F)cc3)CC2)cc1 (stereo not drawn)	-3	-9%	4%	nt	9.3µM*	1%	16
CC1CCN(c2ccc(-c3ccc(NC(=O)C(F)(F)F)cc3)nn2)CC1	36*	-2%	-17%	45%[activator]	51%[activator]	-7%	41*
COc1ccc(NC(=O)CSCC(=O)N(C)CC(=O)Nc2c(C)cccc2C)cc1	nt	5%	-5%	-15%	0%	nt	nt
CC(=O)Nc1ccc(S(=O)(=O)NCC(=O)OCC(=O)Nc2sccc2C(N)=O)cc1	nt	5%	-23%	-6%	-13%	nt	nt
C=CCc1ccc(OCc2ccc(C(=O)O)o2)c(OC)c1	56*	-3%	-25%	-2%	226%[activator]	2%	87*
Cc1ccc2nsnc2c1NC(=O)c1sc2ccccc2c1Cl	-3	-2%	-28%	73%[activator]	-3%	-2%	-8

SMILES	CHX counter	TbPYK inhibitor	AmpC no deterg	Pf growth 96h	Pf growth 48h	LmPK inh	Shiga inhibitor
O=C(CCCN1C(=O)/C(=C\c2cccc(Br)c2)SC1=S)Nc1cccnc1	-3	-4%	-16%	8%	?	-15%	-10
O=C(c1cccn(Cc2ccc(Cl)c(Cl)c2)c1=O)N1CCOCC1	-1	-15%	12%	39%	8%	2%	-10
COc1cccc(-c2nnc(NC(=O)c3ccco3)s2)c1	32*	-3%	-21%	-22%	87%[activator]	-4%	96*
Cc1ccc(C)c(NC(=S)N(C2CCCCC2)C(C)c2cccnc2)c1 (stereo not drawn)	-2	-5%	-13%	-21%	9%	4%	-4
O=C(CNC(=O)c1ccc(Cl)c([N+](=O)[O-])c1)OCN1C(=O)c2ccccc2C1=O	nt	2%	-27%	35%[activator]	49%[activator]	nt	nt
Cc1cc(C)cc(N2CC(O)=C(c3nc4ccccc4c(=O)[nH]3)C2=N)c1	1	-2%	0%	2%	28%	-3%	-3
CCCCNC(=O)C(=O)Nc1cc2c3c(c1)CCC(=O)N3CCC2	-9	0%	-17%	?	-8%	-4%	23
Cc1onc(-c2ccccc2)c1C(=O)Nc1nc(-c2ccccc2)cs1	31*	-11%	-25%	nt	29%	0%	96*

SMILES	CHX counter	TbPYK inhibitor	AmpC no deterg	Pf growth 96h	Pf growth 48h	LmPK inh	Shiga inhibitor
COc1cc(S(=O)(=O)Nc2ccc(C)cc2)ccc1N=Cc1c(C)c(C#N)c(=O)n(C)c1O	-3	-9%	-14%	-45%[5.75 µM]	-1%	0%	-8
CC(C)COc1ccc(-c2cc(C(=O)NN)[nH]n2)cc1	27*	-8%	-24%	?	-10%	-3%	86
COc1ccc(CN(C)C(=O)CCl)cc1	13	6%	-16%	10µM*	13µM*	7%	-10
CCOC(=O)C1(CCOc2ccccc2)CCN(Cc2cccc3c2OCO3)CC1	-1	-19%	77%[activator]	-1%	?	0%	-14
O=C(NCCC1=CCCCC1)N[C@@H](Cc1ccccc1)C(=O)O	-2	3%	-14%	nt	4%	6%	-5
CCN(CC)S(=O)(=O)c1ccc(S(=O)(=O)NCC2CCCO2)cc1 (stereo not drawn)	1	4%	-10%	?	0%	-2%	-6
CCOC(=O)C1CCCN(C(=O)c2ccc(Cl)cc2)C1 (stereo not drawn)	-2	2%	-5%	32%[activator]	8%	0%	-8
CCc1onc(C)c1C(=O)Nc1ccc(N2CCOCC2)cc1	nt	-11%	-7%	-20%	-26%	nt	nt

SMILES	CHX counter	TbPYK inhibitor	AmpC no deterg	Pf growth 96h	Pf growth 48h	LmPK inh	Shiga inhibitor
Cn1cccc1/C=C1\SC(=S)N(NC(=O)c2ccccc2)C1=O	-1	-4%	-34%	10%	15%	-2%	-7
O=C(Nc1cccc(Cl)c1)OC1CN2CCC1CC2 (stereo not drawn)	26*	1%	-37%	1.9µM*	2.9µM*	5%	56*
CC1=CC(C)C2(COC(=O)Nc3ccccc3)COC(C)C1C2C (stereo not drawn)	13*	-17%	66%[activator]	?	?	3%	36
COc1ccc(CCNc2cc(C)nc3c(-c4ccc(Cl)cc4)cnn23)cc1OC	6	3%	27%	5%	-14%	6%	-8
CCNC(=O)COC(=O)c1cccc(Br)c1	2	3%	-11%	35%[activator]	3%	4%	-3
N#CC(C#N)=C1C(=O)N(CCN2CCOCC2)c2ccccc21	-2	-5%	2%	4%	-4%	0%	-19
Cc1nc(-c2cccc(Cl)c2)n[nH]1	23*	-3%	-13%	15%	40%[activator]	-4%	104*
Cc1ccc([N+](=O)[O-])cc1NC(=S)NCCc1ccccc1	2	-4%	-25%	13µM*	-14%	-14%	-5

SMILES	CHX counter	TbPYK inhibitor	AmpC no deterg	Pf growth 96h	Pf growth 48h	LmPK inh	Shiga inhibitor
Cc1ccc(-c2nnc(SCC(=O)Nc3cccc(C(=O)N4CCOCC4)c3)n2C)cc1	-2	-1%	-8%	14%	18%	-3%	12
CC(CC(=O)N1CCN(c2ccccc2)CC1)c1ccccc1 (stereo not drawn)	-2	-9%	10%	20%	-1%	1%	-3
Cc1cc(C(F)(F)F)n(-c2nc(C(=O)NNS(=O)(=O)c3ccccc3[N+](=O)[O-])cs2)n1	7	-2%	-18%	?	0%	-6%	-12
O=C(OCc1ccc2c(c1)OCO2)c1ccc(S(=O)(=O)N2CCCCC2)cc1	-4	3%	-20%	4%	?	2%	-1
CC(C)=CC(=O)OCc1csc(CC(=O)Nc2ccccc2C)n1	0	-4%	-13%	-27%	-14%	-10%	-25
COc1ccc(NC(=O)Cn2c(=O)n(-c3ccc(OC)cc3OC)c(=O)c3c(C)c(C)sc32)cc1	-1	2%	97%[activator]	12µM*	?	3%	-9
CN1CCN(C(=O)C2=C[C@@H](c3ccc(C(F)(F)F)cc3)C[C@@H](OCc3ccc(CO)cc3)O2)CC1	-1	-2%	200%[activator]	?	?	1%	-3
Nn1cnnc1N/N=C/c1ccc(F)cc1	2	-7%	-1%	0%	17%	-3%	-3

SMILES	CHX counter	TbPYK inhibitor	AmpC no deterg	Pf growth 96h	Pf growth 48h	LmPK inh	Shiga inhibitor
COCCn1c(C)nc2oc3ccc(Br)cc3c(=O)c2c1=O	1	7%	-24%	-79%	nt	2%	3
Cc1ccc(C(=O)N/C(=C/c2ccco2)C(=O)N2CCCCCC2)cc1	-3	6%	-26%	?	-5%	0%	24
O=C(NC1=NC2CCCCC2N1)c1ccccc1 (stereo not drawn)	34*	-3%	0%	nt	192%[activator]	-16%	97*
Cc1ccc(S(=O)(=O)c2nnn3c2nc(N2CCC(C(N)=O)CC2)c2ccccc23)cc1C	-4	-5%	129%[activator]	4%	?	4%	-12
COc1ccc(/C=N/NC(=O)c2ccncc2)cc1CSc1nc2ccccc2s1	9	5%	92%[activator]	?	-1%	0%	9
CC(C)CCN1CCN(Cc2ccsc2)CC1CCO (stereo not drawn)	-3	1%	-6%	13µM*	6%	3%	-18
CCCSc1ccc([C@@H]2[C@H]3C(=O)N(CC)C(=O)[C@H]3[C@]3(C(=O)OC)CCCN23)cc1	nt	0%	129%[activator]	15µM*	9.3µM*	nt	nt
Cc1cccc(C)c1OCC(O)Cn1c2ccccc2c2ccccc21 (stereo not drawn)	-5	0%	-8%	31%	10µM*	3%	-6

Copied from the list.
Under Pf growth 96h, `Cc1ccc2nsnc2c1NC(=O)c1sc2ccccc2c1Cl` has 73%[activator]
Under AmpC no deterg, `O=C(NCCC1=CCCCC1)N[C@@H](Cc1ccccc1)C(=O)O` has -14%

(listing goes on)
SMILES	CHX counter	TbPYK inhibitor	AmpC no deterg	Pf growth 96h	Pf growth 48h	LmPK inh	Shiga inhibitor
O=C(COC(=O)CCCSc1nc2ccccc2[nH]1)Nc1ccc(Cl)cc1	-4	-9%	-28%	-23%	10%	3%	-4
CC(C)c1ccc(N=C2NN=C(c3cccs3)CS2)cc1	41*	4%	-54%	42%	59%[activator]	-5%	87*
O=C(c1cccc(Oc2ccccc2)c1)N1CCN(c2ccccn2)CC1	12	0%	-4%[11.4 µM]	0%	-15%	10%	6
CCOc1cc(/C=N/NC(=O)c2ccncc2)ccc1OC(=O)c1ccco1	1	8%	-11%	51%[activator]	4%	-8%	1
CC(C)CC(c1nnnn1CC1CCCO1)N1CCN(c2cccc(Cl)c2)CC1 (stereo not drawn)	0	-2%	-2%	95%[activator]	?	4%	1
COc1cccc(CNC(=O)CCC2CCCN(C3CCOCC3)C2)c1 (stereo not drawn)	-1	-1%	-2%	?	96%[activator]	0%	-18
CCOc1cc(C(=O)NC(C)CC)cc(OCC)c1OCC (stereo not drawn)	-3	-10%	-3%	-4%	0%	-1%	-21
CS(=O)(=O)N(C(=O)NC(=O)NC12CC3CC(CC(C3)C1)C2)C1CCCCC1	-5	-2%	-26%	-29%	18%	2%	-6

SMILES	CHX counter	TbPYK inhibitor	AmpC no deterg	Pf growth 96h	Pf growth 48h	LmPK inh	Shiga inhibitor
COc1ccccc1S(=O)(=O)Cc1ccc(C(=O)NCc2ccccc2)o1	-3	0%	-12%	?	0%	1%	-3
O=C(C1CCN(S(=O)(=O)N2CCOCC2)CC1)N1CCN(c2ccccc2F)CC1	5	-15%	-11%	-4%	-4%	-1%	10
O=C(Nc1ccc(Cl)cc1)Nn1cnnc1	-2	-3%	-21%	-1%	-6%	-1%	-6
Cc1ccc(C(=O)Nc2cccc(C(=O)NCc3ccccc3)c2)o1	-2	5%	-36%	nt	?	-2%	21
COc1ccc(Nc2nnc(-c3ccc(N4CCOCC4)c([N+](=O)[O-])c3)c3ccccc23)cc1	-2	4%	-14%	?	?	3%	-18
COC(=O)c1c(NC(C)=O)sc(C(=O)Nc2ccccc2OC)c1C	-2	-1%	8%	?	3%	-3%	-23
CCn1cc(CNC(=O)C2CCC(=O)N(CCc3cccc(F)c3)C2)cn1 (stereo not drawn)	1	-7%	-14%	19%	1%	1%	-1
O=C(COC(=O)c1ccccc1C(=O)c1ccc(Cl)cc1)NCc1ccccc1	2	-9%	-1%	22%	2%	-1%	-9

SMILES	CHX counter	TbPYK inhibitor	AmpC no deterg	Pf growth 96h	Pf growth 48h	LmPK inh	Shiga inhibitor
COc1ccc(C(=O)NCC(c2ccc(F)cc2)N2CCOCC2)cc1S(=O)(=O)N1CCCC1 (stereo not drawn)	1	4%	89%[activator]	10µM*	?	5%	-10
CC(=O)c1c(N2CCN(Cc3ccccc3)CC2)nc(=S)n(Cc2ccccc2)c1C	-2	0%	152%[activator]	-4%	-13%	3%	-7
Oc1cccc2ccc[n+](CC(O)Cn3c4ccccc4c4ccccc43)c12 (stereo not drawn)	-2	-6%	44%	?	1µM*	4%	-6
Cc1ccc(-c2cc(C(=O)N/N=C/c3ccc([N+](=O)[O-])o3)c3ccccc3n2)o1	32*	-12%	-49%	3.3µM*	-25%	-5%	80*

From PubChem BioAssay
